Vif-APOBEC3G blk – qHTS for Inhibitors of Vif-A3G Interactions: qHTS | HeLa A3G-eYFP + Vif (tagged APOBEC3G with the HIV-1 protein that degrades it), YFP fluorescence, overnight | Potency, µM (doses to about 46.1 µM), without a hit: top-dose activity, negative = active, hits mostly inhibitors | 0.076% of 410,000 active | AID 602310, 2012;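 further: potency means the concentration at half of the fitted maximal effect; on the % scale 0 is the no-effect control and ±100 the full control effect; nearly all actives have a fitted effect of over 60% in size; hits raise eYFP signal because A3G escapes Vif-driven loss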
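Read-out is eYFP fluorescence (Ex 488/Em 500-530) from Vif-expressing HeLa A3G-eYFP cells; more signal means A3G escaped Vif-mediated degradation. Cells plated overnight, compound pinned in, incubated overnight at 37 deg C.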
D2 agonist – HTS Assay for Allosteric Agonists of the Human D2 Dopamine Receptor: Primary Screen for Agonists; HEK293 T-REx D2 cells, calcium flux agonist mode; activation, % at 2 µM; 0.53% of 340,000 active; AID 485358, 2010;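 active means activation over 3 SD above normal in the single-dose calcium agonist read, cut at about 30% in these data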; further: 0% is about no effect
Target sequence (P14416 whole entry, looked up): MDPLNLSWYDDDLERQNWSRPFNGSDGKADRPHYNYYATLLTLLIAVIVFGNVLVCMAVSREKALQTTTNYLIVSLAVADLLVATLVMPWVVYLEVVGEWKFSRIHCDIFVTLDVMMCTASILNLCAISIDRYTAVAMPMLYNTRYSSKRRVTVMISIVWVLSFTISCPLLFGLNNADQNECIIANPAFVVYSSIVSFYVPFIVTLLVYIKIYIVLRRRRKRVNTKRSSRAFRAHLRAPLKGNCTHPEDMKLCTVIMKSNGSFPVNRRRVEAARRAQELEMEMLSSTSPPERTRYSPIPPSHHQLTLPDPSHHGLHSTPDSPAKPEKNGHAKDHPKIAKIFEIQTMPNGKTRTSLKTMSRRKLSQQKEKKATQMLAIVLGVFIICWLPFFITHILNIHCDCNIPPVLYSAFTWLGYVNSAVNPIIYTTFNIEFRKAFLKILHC
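Agonism scored from kinetic calcium signal (1 read/sec, 180 s) following compound pin transfer, after a 10 s baseline. Cells: HEK293 Trex line expressing inducible D2 receptor coupled to calcium, dye-loaded after overnight culture at 30 C.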
ERG Ets-DNA blk – qHTS for Small Molecule Inhibitors of the ERG Ets/DNA interaction; Transcriptional regulator ERG (Homo sapiens), P11308; fluorescence polarization, His-ERG Ets domain / labelled DNA; Potency, µM (doses to about 76.9 µM), for inactives: at the highest dose FP activity, negative = inhibition, hits mostly inhibitors; 0.028% of 370,000 active; AID 624246, 2012; active means well fitted inhibition curve with a large enough effect in the polarisation, with a control signal flat; inconclusive means small, poorly fitted or top-dose-only effect, or effect the other way, or a change in a side signal; inactive means no such curve, though single readings can be large or run the other way; the % refers to the polarisation;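 further: polarization taken with two DNA probes labelled with fluorescein and Texas red; potency means the concentration at half of the fitted maximal effect; % of control where 0% means no effect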
Target sequence (P11308 whole entry, looked up, the tested form may be a part): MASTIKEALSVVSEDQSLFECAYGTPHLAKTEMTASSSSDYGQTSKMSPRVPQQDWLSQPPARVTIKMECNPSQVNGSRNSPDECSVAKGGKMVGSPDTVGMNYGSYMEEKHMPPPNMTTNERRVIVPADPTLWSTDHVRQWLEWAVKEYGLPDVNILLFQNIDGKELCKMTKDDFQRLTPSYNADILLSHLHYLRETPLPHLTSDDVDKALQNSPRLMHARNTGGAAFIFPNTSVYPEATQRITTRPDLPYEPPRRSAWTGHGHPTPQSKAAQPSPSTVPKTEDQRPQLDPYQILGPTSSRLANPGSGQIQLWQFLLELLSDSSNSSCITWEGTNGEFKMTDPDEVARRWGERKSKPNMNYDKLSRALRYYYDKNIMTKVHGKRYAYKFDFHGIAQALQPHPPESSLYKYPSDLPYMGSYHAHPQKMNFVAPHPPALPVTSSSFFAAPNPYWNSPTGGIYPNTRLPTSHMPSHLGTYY
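His-tagged ERG Ets domain (1 uM in the protein solution; 300mM KCl, 50mM Tris-HCl, 1mM EDTA, 1mM DTT, pH 7.5) received compound, then a probe mix of 5 nM fluorescein-DNA and 100nM Texas-615-DNA. Fluorescence polarization was read for both dyes.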
LDHA inh – qHTS assay for inhibitors of human lactate dehydrogenase; L-lactate dehydrogenase A chain (Homo sapiens), P00338; purified LDHA, NADH/diaphorase-resazurin fluorescence; active compounds read low; activity change, % (values are at about 110 or 230 µM); 0.15% of 480,000 active; AID 1347041, 2019; in the data active means activity change below about -30%; inconclusive means mostly about -25% to -30%;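 further: plate controls were DMSO wells for no effect and wells without enzyme for full effect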
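Remaining NADH was detected by diaphorase (0.133 mg/mL) converting 37 µM resazurin to fluorescent resorufin, read at 0 and 20 minutes. The preceding 5-minute room-temperature reaction used 2 nM LDHA, 0.2 mM sodium pyruvate and 0.06 mM NADH at pH 7.4.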
Vif-APOBEC3F blk – qHTS for Inhibitors of Vif-A3F Interactions: qHTS | 0.2% of 390,000 active | Potency, µM (series often up to 46.1 µM), inactives show top-dose activity, negative = active | AID 602313, 2012 | HeLa A3F-eYFP + Vif (tagged APOBEC3F with the HIV-1 protein that degrades it), YFP fluorescence increase; further: potency means the concentration at half of the fitted maximal effect; % of control where 0% means no effect; nearly all actives have a fitted effect of over 65% in size
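Fluorescence increase (Ex 488/Em 500-530) after overnight compound treatment at 37 deg C flags inhibition of Vif-driven A3F-eYFP loss in stable HeLa A3F-eYFP/Vif cells seeded overnight beforehand.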
GRP78 ERSR act – qHTS for Inducers of the Endoplasmic Reticulum Stress Response (ERSR) in Human Glioma: qHTS; U87-MG GRP78 promoter luciferase reporter, 16 h; Potency, µM, for inactives: at the highest dose activation, usual class: activators; 0.02% of 420,000 active; AID 602332, 2012; further: potency means the concentration at half of the fitted maximal effect; series mostly up to about 76 µM; % of control where 0% means no effect; nearly all actives have a fitted effect of over 35% in size
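Stably transfected U87-MG human glioma cells carrying a GRP78-based luminescent sensor were seeded at 1000 cells/well, pin-dosed with compounds and incubated 16 h. Luciferase reagent was then added, and end-point luminescence was read after 10 min at room temperature.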
RGS4 inhibitor – Inhibitors of Regulator of G Protein Signaling (RGS) 4: qHTS; 0.039% of 390,000 active; Regulator of G-protein signaling 4 (Homo sapiens), P49798; Potency, µM (doses to about 114 µM), for inactives: at the top dose activity change, negative = inhibition, most hits filed as inhibitors; Transcreener GDP fluorescence polarization, RGS4-accelerated GTP hydrolysis; further: potency means the concentration at half of the fitted maximal effect; on the % scale 0 is the no-effect control and ±100 the full control effect; nearly all actives have a fitted effect of over 75% in size; some results filed as inactive show a strong effect at the top dose
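MLSMR compounds (23 nl, pin-transferred) preincubated 10 min at room temperature with a 500nM (2x) first reagent, then RGS4 at 900nM (2x) plus Transcreener GDP mix added; fluorescence polarization (620/688 nm) read before and after 90 min at 30 °C.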
ALOX12 inh – Primary qHTS assay for inhibitors of human arachidonate 12S-lipoxygenase (ALOX12): Round 2 | Polyunsaturated fatty acid lipoxygenase ALOX12 (Homo sapiens), P18054 | purified 12hLO, xylenol orange hydroperoxide absorbance | Potency, µM (doses to about 108 µM), inactives show top-dose activity change, negative = inhibition, most hits filed as inhibitors | 1.1% of 580,000 active; further: potency means the concentration at half of the fitted maximal effect; on the % scale 0 is the no-effect control and ±100 the full control effect
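Purified human 12hLO (150 nM final) in 25 mM Hepes, 0.01% Triton X-100, pH 7.0 was preincubated 15 min at room temperature with compound. Then 40 uM arachidonic acid was added, 30 min. Hydroperoxide was read by Fe-XO absorbance ratio 573/405 nm.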
D2 antag – HTS Assay for Allosteric Antagonists of the Human D2 Dopamine Receptor: Primary Screen for Antagonists; D(2) dopamine receptor (Homo sapiens), P14416; HEK293 TREx D2 cells, calcium flux, dopamine EC80; inhibition, % at 10 µM; 2% of 340,000 active; AID 485344, 2010; in the data active means inhibition above about 30%; further: 0% is about no effect
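Antagonism is scored as inhibition of an EC80 dopamine-evoked calcium signal in a force-coupled, tetracycline-inducible HEK293 T-REx D2 line, with compound present 180 s before agonist.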
Starred values were filed as active, the others as inactive; ? = inconclusive; / = no result given; & = joins results of further samples; [ ] = dose if it differs, or a comment. Unless noted, the call rests on the fitted dose curve; in most records, active means well fitted curve in the direction sought with a large enough effect; inconclusive means small, poorly fitted or top-dose-only effect, or another doubt; inactive means no such curve, though single readings can be large; an effect the other way counts as inactive or inconclusive.

SMILES	Vif-APOBEC3G blk	D2 agonist	ERG Ets-DNA blk	LDHA inh	Vif-APOBEC3F blk	GRP78 ERSR act	RGS4 inhibitor	ALOX12 inh	D2 antag
COc1ccccc1CNC(=O)Cn1c(=O)nc(-c2ccccc2F)c2cc(Cl)ccc21	15%	-3.0	0%	-1	3%	-2%	-15%	-21%	/
Clc1ccccc1CN1CCN(/N=C/C=C/c2ccco2)CC1	-1%	-0.5	6%	-1	-2%	4%	?	0%	-1
CCOc1ccc(NC(=O)CN(C)C(=O)COc2cccc(CC)c2)cc1OCC	0%	0.2	-4%	-3	-1%	-6%	-7%	-13%	-3
CCN(CC)S(=O)(=O)c1cc(C(=O)OCC(=O)Nc2cccc(S(=O)(=O)N(C)C)c2)ccc1F	0%	-0.8	7%	-4	-1%	-4%	3%	2%	13
COc1ccc(C(NC(=O)CC(C)C)NC(=O)CC(C)C)cc1OC	3%	-0.4	5%	0	-7%	2%	20%	14%	6
COc1ccccc1/C=C/c1nc(S(=O)(=O)c2ccccc2)c(N2CCC(C(N)=O)CC2)o1	-2%	-0.9	13%	-1	4%	-3%	-25%	15%	-3
CCOc1ccc(S(=O)(=O)NCCCN2CCOCC2)c2ccccc12	2%	0.4	2%	-6	-4%	-2%	-6%	28%	12
CCO[C@@H]1OC(C(=O)NC2CC2)=C[C@H](c2ccc(Br)cc2)[C@H]1CCCO	-7%	0.5	8%	-3	-2%	-3%	9%	?	-3
COc1ccc(NC(=O)Cn2c(NCC(C)O)nc3ccccc32)cc1Cl (centres undefined)	2%	3.4	4%	1	-7%	-6%	-9%	-1%	-1
CC(=O)Oc1ccc([C@@H]2COc3c(ccc4c3C=CC(C)(C)O4)C2)c(OC(C)=O)c1	-2%	/	-1%	-9	2%	8%	-5%	6%	/
N=c1ccn(Cc2ccc(Cl)cc2Cl)cc1	0%	/	-7%	-4	9%	-9%	31%	-5%	/
COc1ccc([N+](=O)[O-])cc1NS(=O)(=O)c1ccccc1	-6%	-1.6	/	-5	-8%	-4%	7%	5%	-8
COc1cccc(-n2cnc(=O)c3cccnc32)c1	-5%	0.7	9%	-1	-8%	4%	-21%	-6%	7
CC(CN1CC(=O)NC(=O)C1)N1CC(=O)NC(=O)C1 (centres undefined)	1%&2%	/	/	-5	-3%	-1%&-1%&-1%	/	-4%	/
Cc1ccc(NC(=O)c2c(C(=O)Nc3ccccc3)sc3nc(C)cc(=O)n23)c(C)c1	-12%	-1.1	-1%	-5	?	-8%	8%	-23%	/
Cc1c(C(=O)N2CCCCC2)nnn1-c1nonc1N	4%	-0.9	2%	-3	3%	-2%	7%	2%	9
O=C(COC(=O)CSc1ccc(F)cc1)NNC(=O)c1ccc([N+](=O)[O-])cc1	-7%	-0.2	8%	-3	7%	-2%	-6%	2%	-3
CCOC(=O)c1ccccc1NC(=O)c1nn(-c2ccc(C)cc2)c(=O)n(C)c1=O	1%	0.2	-3%	0	-4%	-4%	3%	?	/
O=S(=O)(NCc1cccnc1)c1ccc(Cl)c2ccccc12	0%	1.9	12%	-12	0%	-4%	-29%	11%	-2
Cc1[nH][nH]c(=O)c1N=Nc1ccc(F)cc1	-1%	-1.9	-7%	2	4%	2%	1%	?	-18
O=C(CN1CCN(c2ccc(O)cc2)CC1)Nc1cc(S(=O)(=O)N2CCCCC2)ccc1Cl	-3%	-0.6	-3%	17	12%	-2%	-29%	?	1
COc1cc2c(cc1OC)CN(C(=O)c1cc(S(=O)(=O)N3CCOCC3)c(Cl)cc1Cl)CC2	3%	1.1	-18%	-2	2%	7%	-8%	/	-10
Cc1cccc(C(=O)c2ccccc2C(=O)O)c1O	-3%	-0.8	/	-4	-3%	-1%	-5%	4%	11
CCc1ccc(NC(=O)C2CCN(S(=O)(=O)c3ccc4[nH]c5c(c4c3)CCCCC5)CC2)cc1	-2%	0.4	-1%	-4	7%	-4%	0%	-5%	/
COC(=O)c1cc2sc(Cl)cc2n1Cc1nc(-c2ccc(OC)cc2)oc1C	1%	-0.1	2%	2	-7%	-3%	-2%	-25%	/

Additional results:
SMILES	Vif-APOBEC3G blk	D2 agonist	ERG Ets-DNA blk	LDHA inh	Vif-APOBEC3F blk	GRP78 ERSR act	RGS4 inhibitor	ALOX12 inh	D2 antag
COc1ccc(N2CCN(C(=O)CNC(=O)c3cn(-c4ccccc4OC)c(=O)c4ccccc34)CC2)cc1	0%	0.1	11%	-2	4%	-3%	-16%	-4%	-7
CCOC(=O)c1oc2ccccc2c1NC(=O)C(C)(C)C	6%	-0.7	-3%	-1	-9%	-2%	5%	13%	-8
CC(C)CSc1nnc(-c2ccccc2)c(-c2ccccc2)n1	-5%	/	7%	-1	-5%	-2%	-1%	-13%	/
CCC(C(=O)OCC(=O)Nc1ccc(C)c(S(=O)(=O)N2CCOCC2)c1)c1ccccc1 (centres undefined)	2%	0.4	-5%	0	-8%	-4%	0%	-27%	-5
CCOc1ccc(C(=O)NCCC2=CCCCC2)cc1OCC	-1%	-1.1	-12%	1	6%	3%	-30%	?	38*
CC1=CC=CC2=NC(=O)CC(C)(C(=O)N(CC(=O)NC3CCCC3)c3ccccc3C)N12 (centres undefined)	0%	0.0	-7%	-5	2%	-2%	3%	0%	-6
O=C(Nc1c(C(=O)O)oc2ccc(Br)cc12)c1ccccc1	-20%	0.0	-2%	-14	-2%	5%	-34%	/	0
CN1CCN(C(=O)c2ccc(C(C)(C)C)cc2)CC1	0%	1.1	-3%	1	-6%	-3%	-5%	-5%	-8
CCOc1ccc2nc3sc(C(=O)N4CCN(C)CC4)c(N)c3cc2c1	-19%	2.8	-7%	-2	/	-1%	-32%	-14%	-9
COc1cc(OC)cc(C(=O)NC(=S)Nc2cccnc2)c1	2%	0.6	-4%	-5	5%	0%	-2%[11.4 µM]	?	15
CCOc1cc(N2CCOCC2)c(OCC)cc1NC(=O)c1nc2nc(C)cc(C)n2n1	-4%	-0.4	5%	3	-7%	-1%	10%	0%	-16
Cc1ccc(S(=O)(=O)N2CCCC2)cc1C(=O)O	1%	-0.6	9%	4	-3%	0%	10%[11.4 µM]	17%	-7
Cc1ccc(NC(=S)N2CCC(O)CC2)c(C)c1	1%	0.9	-8%	-8	-2%	-1%	13%	-4%	-6
CC(=O)/C(=C/N(C)C)C(=O)Nc1ccc(Cl)cc1Cl	0%	0.2	-12%	-6	3%	1%	-38%	?	3
CC(C)(C)[C@@H]1C=C(C(=O)N2CCOCC2)O[C@H](OCc2ccc(CO)cc2)C1	4%	0.0	1%	-4	5%	-3%	-22%	11%	-9
COc1ccc(Cl)cc1C(=O)Nc1ccc(S(N)(=O)=O)cc1	1%	0.4	-10%	-7	2%	-1%	-8%	-23%	-16
O=C(Cn1c(=S)[nH]c2ccccc21)c1ccccc1	-3%	-1.0	5%	0	-10%	-1%	-15%	-3%	-4
Cc1ccc(N=C(NOC(=O)c2ccccc2)c2nonc2N)c(C)c1	-5%	0.1	4%	0	0%	2%	9%	44%[activator]	-19

Eight neighbouring entries from above, quoted:
SMILES	Vif-APOBEC3G blk	D2 agonist	ERG Ets-DNA blk	LDHA inh	Vif-APOBEC3F blk	GRP78 ERSR act	RGS4 inhibitor	ALOX12 inh	D2 antag
CCN(CC)S(=O)(=O)c1cc(C(=O)OCC(=O)Nc2cccc(S(=O)(=O)N(C)C)c2)ccc1F	0%	-0.8	7%	-4	-1%	-4%	3%	2%	13
COc1ccc(C(NC(=O)CC(C)C)NC(=O)CC(C)C)cc1OC	3%	-0.4	5%	0	-7%	2%	20%	14%	6
COc1ccccc1/C=C/c1nc(S(=O)(=O)c2ccccc2)c(N2CCC(C(N)=O)CC2)o1	-2%	-0.9	13%	-1	4%	-3%	-25%	15%	-3
CCOc1ccc(S(=O)(=O)NCCCN2CCOCC2)c2ccccc12	2%	0.4	2%	-6	-4%	-2%	-6%	28%	12
CCO[C@@H]1OC(C(=O)NC2CC2)=C[C@H](c2ccc(Br)cc2)[C@H]1CCCO	-7%	0.5	8%	-3	-2%	-3%	9%	?	-3
COc1ccc(NC(=O)Cn2c(NCC(C)O)nc3ccccc32)cc1Cl (centres undefined)	2%	3.4	4%	1	-7%	-6%	-9%	-1%	-1
CC(=O)Oc1ccc([C@@H]2COc3c(ccc4c3C=CC(C)(C)O4)C2)c(OC(C)=O)c1	-2%	/	-1%	-9	2%	8%	-5%	6%	/
N=c1ccn(Cc2ccc(Cl)cc2Cl)cc1	0%	/	-7%	-4	9%	-9%	31%	-5%	/

Not all compounds are listed; the hit share may differ from the screen's.
